Bioassay records deposited in PubChem BioAssay by several laboratories.
G6PDH CS: L. mesenteroides G6PDH inhibitors, counter-screen for G6PDH-coupled screening assays, biochemical, Leuconostoc mesenteroides enzyme | glucose-6-phosphate dehydrogenase [Leuconostoc mesenteroides] | Purified L. mesenteroides G6PDH, diaphorase/resazurin coupled fluorescence, 45 min | inhibition, % at 5 µM | 0.12% of 200,000 active | AID 1020, 2008; in the data active = inhibition above about 50%
APP 5'UTR act: activators of APP 5'UTR luciferase reporter, primary screen, SH-SY5Y cells | SH-SY5Y APP 5'UTR luciferase reporter, luminescence; zero percent = DMSO vehicle wells | activation, % at 2 µM | 1% of 190,000 active | AID 1276, 2008;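 active = activation above a set limit, based on mean plus 3 SD of controls, cut at about 140% in these data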; note: values of inactives mirror those of a sister screen read the other way
NF-kB expr up: activators of NF-kB expression in neurons, primary screen, cell-based, HTS; fold change at 12.5 µM; AID 1239, 2008; 1.6% of 190,000 active; human neuronal cells, NF-kB reporter expression; hits give high values; in the data active = fold change above about 3.3
STAT1 act: STAT1 signaling activators, primary screen, cell-based, HTS, luciferase reporter. NIH 3T3 STAT1-luciferase reporter, IFN-gamma, luminescence; 100% = IFN-gamma alone, no compound. activation (% of control), % at 5.5 µM. 2.6% of 200,000 active;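 active = activation above the screen-wide mean activation plus 3 SD, cut at about 130% in these data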;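 note: raw ratio to IFN-gamma control signal so 100% means no change and 0% no light; values of inactives mirror those of a sister screen read the other way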
FLuc stim CS: FLuc activators, initial screening, artefact control for FLuc-dependent activation tests, biochemical, ATPlite luminescence; ATPlite luciferase biochemical, 10 min; 0 = ATP-free wells, 1 = DMSO control; activation factor at 10 µM; 200,000 tested, under 10 active;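 active = luciferase activation factor, scaled between plate controls, of at least 2 with compound at 10 µM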
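System: Luciferase/luciferin detection reagent, cell-free biochemical luciferase assay | Medium: PBS buffer for ATP | Dosing: Test compounds dosed from 2 mM stocks in 100% DMSO | Timing: 10 min at ambient temperature | Signal: Luminescence measurement of luciferase light output | Evaluation: Luciferase activation, seen as luminescence increase over controls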
TLR4-MyD88 BLA: inhibitors of TLR4-MyD88 association in cells, primary screen, cell-based, HeLa CL3-4, BLA complementation, FRET ratio; HeLa CL3-4 TLR4/MyD88 BLA complementation; Toll-like receptor 4 (Homo sapiens) + Myeloid differentiation primary response protein …; 0.18% of 200,000 active; AID 861, 2007; inhibition, % at 8.4 µM; in the data active = inhibition above about 25%;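 note: 0% = vehicle and 100% = reference inhibitor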
Target sequence (O00206 whole entry, looked up): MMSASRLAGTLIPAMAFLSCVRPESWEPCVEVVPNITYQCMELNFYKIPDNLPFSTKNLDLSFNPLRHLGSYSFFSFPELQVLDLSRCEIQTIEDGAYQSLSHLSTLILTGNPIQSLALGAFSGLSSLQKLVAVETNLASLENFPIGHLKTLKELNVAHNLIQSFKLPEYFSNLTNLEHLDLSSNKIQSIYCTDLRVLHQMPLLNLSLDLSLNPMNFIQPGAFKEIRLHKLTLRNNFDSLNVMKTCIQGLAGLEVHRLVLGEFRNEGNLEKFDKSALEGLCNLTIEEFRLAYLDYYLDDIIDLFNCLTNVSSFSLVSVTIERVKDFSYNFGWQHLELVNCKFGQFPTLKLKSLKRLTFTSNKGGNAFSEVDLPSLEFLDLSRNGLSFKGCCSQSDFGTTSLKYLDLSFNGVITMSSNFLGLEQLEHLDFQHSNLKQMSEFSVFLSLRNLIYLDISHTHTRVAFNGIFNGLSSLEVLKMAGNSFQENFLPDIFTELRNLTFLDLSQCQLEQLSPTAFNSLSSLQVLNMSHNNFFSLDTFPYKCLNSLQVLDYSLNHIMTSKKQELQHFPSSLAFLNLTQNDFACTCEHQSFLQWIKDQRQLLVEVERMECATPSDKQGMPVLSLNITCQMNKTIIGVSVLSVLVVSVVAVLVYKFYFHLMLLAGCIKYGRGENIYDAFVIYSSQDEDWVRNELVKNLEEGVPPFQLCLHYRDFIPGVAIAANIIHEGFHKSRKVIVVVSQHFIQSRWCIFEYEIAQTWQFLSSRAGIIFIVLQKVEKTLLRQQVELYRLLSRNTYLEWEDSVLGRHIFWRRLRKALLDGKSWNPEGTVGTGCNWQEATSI
Target sequence (Q99836 whole entry, looked up): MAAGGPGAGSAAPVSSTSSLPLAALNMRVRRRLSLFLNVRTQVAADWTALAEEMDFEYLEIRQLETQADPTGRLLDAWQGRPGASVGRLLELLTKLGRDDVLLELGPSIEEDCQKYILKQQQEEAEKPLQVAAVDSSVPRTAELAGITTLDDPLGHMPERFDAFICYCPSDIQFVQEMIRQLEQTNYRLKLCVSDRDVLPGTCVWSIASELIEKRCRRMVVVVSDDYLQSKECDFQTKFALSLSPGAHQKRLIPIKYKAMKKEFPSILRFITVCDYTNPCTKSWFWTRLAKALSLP
Diaphorase inh: diaphorase inhibitors and chemical oxidizers, primary screen, counter-screen for diaphorase-coupled primary assays, biochemical, uHTS, resorufin fluorescence | diaphorase resazurin-to-resorufin fluorescence, NADH, 16 min; bacterial (C. kluyveri) enzyme, not human | inhibition, % at 20 µM | 0.69% of 190,000 active;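 active = primary screen inhibition at 20 µM above a set limit, cut at about 50% in these data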;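 note: plate controls were DMSO with full reaction for no effect and wells lacking NADH for full effect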
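Assay system: diaphorase enzyme from Clostridium kluyveri; Input: enzyme working solution with 0.14 U/mL diaphorase; Timing: 16 min at room temperature; Technique: resorufin fluorescence, excitation 544 nm, emission 590 nm; Benchmarks: positive control minus NADH, DMSO neutral control.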
FLuc inh counter: firefly luciferase enzyme inhibitors, primary screen, artefact control for luciferase-based inhibitor screens, biochemical, luminescence, ATPLite; Luciferin 4-monooxygenase (Photinus pyralis), P08659; 10 min; inhibition, % at 10 µM; 1.5% of 200,000 active; AID 1006, 2008;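 active = inhibition above about 50% when tested at 10 µM, limit read from the data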
APP 5UTR inh: inhibitors of APP translation via 5'UTR reporter, primary screen, APP 5'UTR luciferase, SH-SY5Y cells; SH-SY5Y APP 5'UTR-luciferase reporter, luminescence; inhibition, % at 2 µM; 0.82% of 190,000 active; AID 1285, 2008;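 active = inhibition above a set limit, derived from the sample mean plus 3 SD, cut at about 45% in these data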; note: values of inactives mirror those of a sister screen read the other way
Diaph act CS: compounds boosting diaphorase resazurin reduction – biochemical, uHTS, resorufin fluorescence, counter-screen for diaphorase-coupled primary assays, primary screen. activation factor at 20 µM. Diaphorase/resazurin coupled assay, 16 min; hits give high values; 1 = vehicle wells, 0 = NADH-free wells. 0.005% of 190,000 active;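 active = diaphorase activity raised at least twofold by the compound at 20 µM; inactive = activation factor below 2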
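Material: Clostridium kluyveri diaphorase, purified enzyme; Quantity: enzyme 0.07 U/mL final; Medium: HEPES pH 7.4 buffer with MgCl2 and Tween 20; Dosing: single compound dose of 20 µM, 1% DMSO final; Schedule: 16 min reaction at room temperature; Measured by: red resorufin fluorescence at 544/590 nm excitation/emission.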
An asterisk follows results filed as active; · = not tested or not shown.

SMILES | G6PDH CS | APP 5'UTR act | NF-kB expr up | STAT1 act | FLuc stim CS | TLR4-MyD88 BLA | Diaphorase inh | FLuc inh counter | APP 5UTR inh | Diaph act CS
COc1cc(CC(=O)Oc2ccc3c(c2)OCO3)cc(OC)c1OC | -19 | -15 | 1.3 | 101 | 1.1 | 5 | 7 | -6 | 14 | 0.9
CN(C)/C(CN1CCCCC1)=C1\N=C(c2ccccc2)OC1=O | 9 | 13 | 0.96 | 99 | 1.1 | -11 | 20 | -6 | -13 | 0.8
O=C1N(Cc2cccc(Cl)c2)C[C@@H]2C[C@@H](c3ccccn3)N3CCC[C@@]123 | 17 | -18 | 1.1 | 91 | 1 | -4 | -9 | -2 | 18 | 1.1
CN1CCN(C(N)=NC(=O)c2ccccc2)CC1 | 14 | 12 | 0.89 | 101 | 1 | -10 | 1 | 1 | -12 | 1
O=C(CCC1CCCCC1=O)c1ccccc1 (centres undefined) | 9 | 21 | 1.3 | 110 | 1 | -3 | -6 | -4 | -22 | 1.1
COC(=O)c1ccc(CSc2ccccc2C)o1 | 9 | 12 | 1.4 | 102 | 1.1 | 6 | 1 | -7 | -12 | 1
CSCCC(NC(=O)c1ccco1)C(=O)O (centres undefined) | -6 | 2 | 0.94 | 97 | 1 | -4 | 10 | -3 | -2 | 0.9
COC(=O)C1=C(C)N(c2ccc(F)c(Cl)c2)C(=O)C1 | -1 | -10 | 0.94 | 93 | 1 | 9 | -3 | -4 | 10 | 1
O=C(CN(C(=O)CSc1nc2ccccc2o1)c1ccccc1)NC1CCCCC1 | 5 | 1 | 1.1 | 100 | 1.1 | -2 | 21 | -8 | -2 | 0.8
NNC(=O)CNC(c1ccccc1)c1cc(Br)ccc1NC(=O)c1cccc(Cl)c1 (centres undefined) | -8 | 0 | 0.99 | 105 | 1 | -3 | 13 | -2 | 0 | 0.9
CCC1(C)Cc2c(sc3nn[nH]c(=O)c23)CO1 (centres undefined) | -1 | 11 | 1.2 | 98 | 1.1 | 5 | 3 | -8 | -11 | 1
Cc1cc(S(=O)(=O)N2CCCC2)c(C)s1 | 4 | 13 | 1.1 | 103 | 1.1 | -1 | 6 | -6 | -13 | 0.9
O=C1CCC([N+](=O)[O-])C(c2cccc([N+](=O)[O-])c2)N1 (centres undefined) | 3 | -4 | 1.3 | 101 | 1 | -6 | 13 | -2 | 4 | 0.9
Cc1onc(-c2ccccc2)c1C(=O)Nc1cc(C(F)(F)F)ccc1N1CCOCC1 | 7 | -71 | 1.5 | 93 | 1 | -2 | 38 | -4 | 70* | 0.6
CN(C)CCN1C(=O)C(=O)/C(=C(/O)c2ccc(OCc3ccccc3)cc2)C1c1ccncc1 (centres undefined) | 2 | 8 | 1.1 | 94 | 1 | -10 | 8 | -3 | -8 | 0.9
CC(C)CN(C)C(=O)CC1C(=O)NCCN1C (centres undefined) | 12 | 5 | 1 | 98 | 1.1 | 1 | -5 | -6 | -6 | 1.1
CN(C)/N=C/c1ccc(N2CCOCC2)cc1 | 2 | 14 | 1.1 | 122 | 0.4 | -14 | 4 | 63* | -14 | 1
CCOc1cc2[nH]c(=S)n(CCCN3CCCC3=O)c(=O)c2cc1OCC | -22 | 19 | 1.8 | 91 | 1 | -3 | 4 | -1 | -19 | 1
COC(=O)C1=C(C)N=C2SC(C)C(=O)N2C1c1ccc(C(=O)OC)cc1 (centres undefined) | 6 | -9 | 1.3 | 101 | 1 | -1 | 1 | -3 | 9 | 1
CCOC(=O)N1CCN(CC(O)COc2c(C)cccc2C)CC1 (centres undefined) | 7 | -2 | 0.95 | 93 | 1 | 4 | -2 | 2 | 2 | 1
CCCCc1nc2n[nH]c(N)c2c2c1CCC2 | -4 | 27 | 1.7 | 103 | 1.1 | 7 | 13 | -8 | -27 | 0.9
O=C(Nc1ccc(C(=O)O)cc1)/C(=C/c1cccc(Br)c1)NC(=O)c1ccco1 | 2 | -2 | 1.2 | 105 | 1.1 | 2 | 3 | -5 | 2 | 1
O=C(C1CC1)N1CCc2cc(Br)cc(S(=O)(=O)N3CCN(c4ccccn4)CC3)c21 | -28 | 24 | 1 | 103 | 1.1 | 5 | 15 | -6 | -24 | 0.8
O=C(c1ccccc1F)N(Cc1ccc(F)cc1)C1CCS(=O)(=O)C1 (centres undefined) | -7 | · | 0.99 | 99 | 1 | -2 | 12 | -3 | · | 0.9
C/C=C/Cn1c(SCCCc2ccccc2)nc2c1c(=O)[nH]c(=O)n2C | -36 | 4 | 0.45 | 100 | 1 | -3 | 25 | -1 | -4 | 0.8
CCCNC(=O)c1ccc(CNc2c(N3CCC(C(=O)OCC)CC3)c(=O)c2=O)cc1 | 3 | -4 | 1 | 107 | 1.1 | 11 | -3 | -7 | 4 | 1
O=C(CN(Cc1ccco1)C(=O)CNS(=O)(=O)c1ccc(F)cc1)NCc1ccc(F)cc1 | -2 | -20 | 0.78 | 99 | 1 | -18 | 2 | -1 | 20 | 1
COC(=O)c1cc(OC)c(OC)c(OC)c1NC(=O)c1ccc(S(=O)(=O)N(C)C)cc1 | -2 | 9 | 0.95 | 96 | 1.1 | 0 | 9 | -6 | -9 | 0.9
CCOC(=O)c1nn(-c2ccccc2)c(=O)cc1SC(C)C | 4 | 1 | 0.96 | 100 | 1 | 1 | 2 | -2 | -1 | 1
COc1ccc(CCNC(=O)Cn2cnc3scc(-c4ccccc4)c3c2=O)cc1OC | 4 | 1 | 1.2 | 98 | 1 | -7 | 14 | -2 | -1 | 0.9
O=c1[nH]c(N2CCc3ccccc32)nc2c1CCCC2 | -6 | 34 | 1.2 | 103 | 1 | -3 | 8 | -2 | -34 | 0.9
Cc1cc(C)n2nc(SC3CCCCN(C(=O)c4ccc(F)cc4)C3=O)nc2n1 (centres undefined) | 4 | -16 | 1.1 | 104 | 1.1 | -14 | 9 | -10 | 16 | 0.9
Cc1cccc(-n2c(=O)[nH]c3c(C(N)=O)nc(CC(C)C)nc32)c1 | 0 | 1 | 1.3 | 95 | 1 | 3 | 8 | -3 | 0 | 0.9
C/C(O)=c1/ccc2cccc3nc(C)nc1c23 | 22 | 11 | 0.63 | 108 | 1.1 | 0 | 42 | -9 | -11 | 0.6
O=c1[nH]cnc2scc(-c3ccc(Br)cc3)c12 | 2 | 35 | 1.4 | 113 | 1 | 0 | 5 | 5 | -35 | 1
CCNc1nc(OC)nc(Oc2ccc(C(=O)OC)cc2)n1 | -7 | -6 | 1 | 104 | 1 | 6 | 7 | 0 | 6 | 0.9
O=C(NCc1cccs1)C1CCCN(c2ncccn2)C1 (centres undefined) | 9 | -3 | 1.2 | 97 | 1 | -7 | 0 | -1 | 3 | 1
Cc1nc(SCC(O)CO)c([N+](=O)[O-])[nH]1 (centres undefined) | -4 | -1 | 3.5* | 102 | 1.1 | -1 | 3 | -8 | 1 | 1
O=S(=O)(c1ccc2c(c1)OCCO2)N1CCN(Cc2ccc3c(c2)OCO3)CC1 | -4 | 24 | 1.1 | 105 | 1 | -1 | 20 | -1 | -24 | 0.8
O=C(Cc1ccc(Cl)cc1)Nc1ncccn1 | 8 | 15 | 1.1 | 102 | 1 | 1 | -3 | -5 | -15 | 1

Quoted from the listing, 2 compounds:
SMILES | G6PDH CS | APP 5'UTR act | NF-kB expr up | STAT1 act | FLuc stim CS | TLR4-MyD88 BLA | Diaphorase inh | FLuc inh counter | APP 5UTR inh | Diaph act CS
CCCCc1nc2n[nH]c(N)c2c2c1CCC2 | -4 | 27 | 1.7 | 103 | 1.1 | 7 | 13 | -8 | -27 | 0.9
O=C(Nc1ccc(C(=O)O)cc1)/C(=C/c1cccc(Br)c1)NC(=O)c1ccco1 | 2 | -2 | 1.2 | 105 | 1.1 | 2 | 3 | -5 | 2 | 1

Next records.
SMILES | G6PDH CS | APP 5'UTR act | NF-kB expr up | STAT1 act | FLuc stim CS | TLR4-MyD88 BLA | Diaphorase inh | FLuc inh counter | APP 5UTR inh | Diaph act CS
COc1ccc(NS(=O)(=O)c2ccc3oc(SCc4ccc(F)cc4)nc3c2)cc1 | -13 | 6 | 0.79 | 95 | 1.1 | 1 | 24 | -13 | -6 | 0.8
Cc1cc(CNC(=O)COc2ccc(F)cc2)c2ccccc2n1 | 4 | 23 | 1.1 | 83 | 1 | -14 | 9 | 3 | -23 | 0.9
Cc1ccc(S(=O)(=O)N2CCN(Cc3ccccc3)CC2)c(C)c1N(C)S(=O)(=O)c1ccccc1 | -4 | 15 | 0.83 | 100 | 1.1 | -8 | 2 | -9 | -15 | 1
O=C(c1ccc(F)cc1)N1CCN(C2CC3CCC2C3)CC1 (centres undefined) | 4 | 1 | 1.1 | 98 | 1.1 | -4 | 13 | -5 | -1 | 0.9
COc1ccccc1NC(=O)c1cc(Cl)nnc1Cl | 5 | 18 | 1.1 | 77 | 1 | 7 | -8 | 0 | -18 | 1.1
CCOC(=O)c1cc(NC(=O)c2ccc(Cl)cc2)c(=O)n2c1oc1ccc(Cl)cc12 | -54 | 3 | 1.1 | 101 | 1.1 | 17 | 15 | -8 | -3 | 0.9
O=C(NC12CC3CC(CC(C3)C1)C2)c1cc([N+](=O)[O-])ccc1N1CCOCC1 | 16 | 8 | 0.8 | 99 | 1 | -11 | 13 | -1 | -8 | 0.9
Cc1cc2cc(C)c3nnc(SCC(=O)N4CCCc5ccccc54)n3c2cc1C | -50 | 14 | 0.76 | 99 | 1.1 | 0 | 38 | -8 | -14 | 0.6
Cc1cccc(N=Nc2ccc(O)c3ncccc23)c1 | 10 | -72 | 0.85 | 102 | 0.7 | 6 | 12 | 30 | 72* | 0.9
CS(=O)(=O)N1CCN(C(=O)c2ccc(Cl)s2)CC1 | -6 | 4 | 1.7 | 98 | 1.1 | -8 | -3 | -6 | -4 | 1
CC(C)(C)c1ccc(NC(=O)CNC2CCCc3ccccc32)cc1 (centres undefined) | 2 | 8 | 1 | 100 | 1 | 11 | 1 | -3 | -8 | 1
CC(=O)c1ccc(NC(=O)CCCN2C(=O)/C(=C/C(C)=C/c3ccccc3)SC2=S)cc1 | -21 | 16 | 1.2 | 91 | 1.1 | 1 | 21 | -8 | -16 | 0.8
